Screens (PubChem)
Growth percent in the NCI-60 one-dose screen (48 h, 10 µM unless noted): 100 = growth as untreated, 0 = no growth, -100 = all killed.
MDA-MB-435: MDA-MB-435 melanoma; AID 1794794; 82,000 compounds, 7.8% hits
HOP-92: HOP-92 NSCLC cells | 71,000 compounds, 6.3% hits | AID 1794738
RPMI-8226: RPMI-8226 leukemia cells | 77,000 compounds, 7.5% hits | AID 1794781
EKVX: EKVX NSCLC; 71,000 compounds, 3% hits; AID 1794765
CCRF-CEM: CCRF-CEM leukemia; AID 1794778; 77,000 compounds, 7% hits
M14: M14 melanoma | 80,000 compounds, 6.2% hits
HOP-62: HOP-62 NSCLC. AID 1794735. 80,000 compounds, 3.9% hits
A549/ATCC: A549/ATCC NSCLC; 81,000 compounds, 3.7% hits; AID 1794740
The depositor's hits bear a star; nt = not tested or not shown; & = joins results of further samples. The calls were made as follows: active = growth percent below 10; inactive = the rest.

No.	structure	MDA-MB-435	HOP-62	EKVX	RPMI-8226	A549/ATCC	HOP-92	CCRF-CEM	M14
1	Nc1ccc(S(=O)(=O)O)c([N+](=O)[O-])c1	99	90	99	92	106	103	94	94
2	OC1CCc2c(-c3ccc4ncnc(N5CCc6cc(F)c(Cl)cc65)c4c3)cncc21 (stereo not drawn)	63	64	27	16	50	23	40	74
3	Cc1cc(C2(c3cc(C)c(OCC(O)CNN(C)C)cc3C(C)C)OC(=O)c3ccccc32)c(C(C)C)cc1OCC(O)CNN(C)C (stereo not drawn)	74	76	56	57	56	54	68	81
4	Cn1cc(-c2c(-c3c[nH]c4ccccc34)[nH][nH]c2=O)c2ccccc21	105	97	84	93	94	87	111	102
5	O=C(O)c1ccc(-n2cc(/C=N/Nc3ccc(Cl)cc3)c(-c3cc4ccccc4oc3=O)n2)cc1	87	100	82	95	105	86	71	96
6	CCCc1[nH]nc2c1C(c1cc3c(cc1Br)OCO3)C(C#N)=C(N)O2 (stereo not drawn)	108	107	91	88	101	85	94	112
7	O=C(NCCCCCCNC(=O)OCc1ccc2c(Cl)cc(Cl)c(O)c2n1)OCc1ccc2c(Cl)cc(Cl)c(O)c2n1	-83*	-42*	-69*	-17*	-40*	-60*	2.2*	-39*
8	Cc1cc(=O)oc2cc(OC(=O)C(CCCCN)NC(=O)OCc3ccccc3)ccc12 (stereo not drawn)	112	90	104	95	102	97	104	100
9	N/C(=N\c1nc2c(Br)cccc2s1)C(Br)Br	-48*	40	16	-16*	22	-3.8*	-1.7*	11
10	O=C(NCCNc1nccc(-c2c(-c3cccc(O)c3)nc3sccn23)n1)c1ccccc1	24	119	94	77	56	59	47	15
11	CCCCCCCCCCCCCCCCNC(=O)OC(C)C	68	41	23	80	10	53	7.8*	36
12	Cc1ccc2c(c1)/C(=N\N=C/c1cn(C(C)C)c3ccccc13)C(=O)N2	19	49	62	0.9*	61	72	6.7*	54
13	C[N+]12CCC34c5ccccc5NC3C3C(CC(=O)[O-])OCC=C(C1)C3CC42 (stereo not drawn)	105	125	117	93	107	nt	88	109
14	O=C(Nc1ccc2ncnc(Nc3cccc(C(F)(F)F)c3)c2c1)c1cccs1	63	58	33	41	32	68	37	50
15	ClC1=C2C=CC=CC2C(Cl)(c2ccccc2)C2C1=C(Cl)c1ccccc1C2(Cl)c1ccccc1 (stereo not drawn)	110	113	99	106	95	97	93	96

Limited to HOP-62 (3 entries from above):
nr	molecule	HOP-62
9	N/C(=N\c1nc2c(Br)cccc2s1)C(Br)Br	40
10	O=C(NCCNc1nccc(-c2c(-c3cccc(O)c3)nc3sccn23)n1)c1ccccc1	119
11	CCCCCCCCCCCCCCCCNC(=O)OC(C)C	41

Remaining list, next part
No.	structure	MDA-MB-435	HOP-62	EKVX	RPMI-8226	A549/ATCC	HOP-92	CCRF-CEM	M14
16	CC(=O)ON=C1C=CC(=C(C#N)c2ccccc2)C=C1	-2.2*	55	83	19	32	33	23	22
17	CC(=O)/C(N=Nc1ccc(N=N/C(C(C)=O)=C(\C)O)cc1)=C(\C)O	94	93	87	nt	91	104	93	96
18	CCOC(=O)C1(C(N)=O)OC1(c1ccc(Cl)cc1)c1ccccc1Cl (stereo not drawn)	99	99	105	90	102	78	94	93
19	COc1ccc2cc(C(=O)c3cc4ccc(OC)cc4oc3=O)c(=O)oc2c1	102	107	103	110	101	88	97	115
20	CC1(C)O[C@@H]2CC3C4C[C@H](F)C5=CC(=O)C=CC5(C)C4C(O)CC3(C)[C@]2(C(=O)CO)O1 (stereo partly drawn)	95	95	66	73	67	64	55	98
21	CC1=C(CCN2CCCCC2)C(=O)N2N=C(c3ccc(Cl)cc3)SC2N1 (stereo not drawn)	99	109	96	100	100	110	105	105
22	Cc1ccc(S(=O)(=O)Nc2ccc(OCc3nnc(-c4ccc(Cl)cc4)o3)c(F)c2)cc1	85	121	nt	61	64	88	82	85
23	COc1ccc(C(C)=O)cc1CO/N=C1\CSCc2ccccc21	105	82	nt	84	103	85	95	104
24	O=C1NC(=S)NC(=O)C1=Cc1cn(Cc2cn(Cc3cccc4ccccc34)nn2)c2ccccc12	95	95	96	104	106	102	99	95
25	COC(=O)c1ccc2oc(NC(=O)c3ccc(Nc4ccc(Cl)c(Cl)c4)c([N+](=O)[O-])c3)nc2c1	88	92	77	89	90	75	87	84
26	COc1ccccc1C(C[N+](=O)[O-])c1c(-c2ccccc2)[nH]c2ccccc12 (stereo not drawn)	100	95	82	87	81	90	86	80
27	NC(=O)SCC(=O)Nc1ccc2ccccc2c1	107	117	126	88	102	nt	88	102
28	CN1C(=O)N(C)C2C1NN=c1s/c(=C3\C(=O)Nc4ccccc43)c(=O)n12 (stereo not drawn)	88	84	97	116	100	85	nt	99
29	NS(=O)(=O)c1cccc(N/C=C/C(=O)c2cc3ccccc3oc2=O)c1	104	89	86	103	100	75	111	95
30	CSc1nc(Nc2ccc(S(=O)(=O)NN3C=NC=CC3)cc2)c(C#N)c(-c2ccc(Cl)cc2)n1	101	111	101	99	nt	112	102	100

More records.
No.	structure	MDA-MB-435	HOP-62	EKVX	RPMI-8226	A549/ATCC	HOP-92	CCRF-CEM	M14
31	O=C(CN1CCN(c2ncnc3c2cnn3-c2ccccc2)CC1)Oc1cccc2ccccc12	105	88	87	90	104	86	92	98
32	CC(=O)Nc1ccc(-c2ccc(NC(C)=O)cc2)cc1	98	100	98	107	nt	96	102	103
33	CN(C)c1ccc(/C=C2\C(=O)Nc3c2ccc(Cl)c3Cl)cc1	94	103	85	106	53	95	105	104
34	CCCCCN(CCCCC)CCC(O)c1cccc2ccccc12 (stereo not drawn)	71	nt	68	63	73	53	48	55
35	CCOc1ccc(-n2nc(C(=O)Nc3ccc(OC)c(O)c3)nc2-c2cc(OC)c(OC)c(OC)c2)cc1	95	99	96	68	94	68	90	103
36	O=C(O)c1ccc2c(c1)nc(-c1ccccc1)n2C1CCCCC1	111	95	111	107	90	94	85	110
37	O=S(=O)(NCCCNc1nccc(-n2cnc3ccccc32)n1)c1ccc(Cl)cc1	96	101	91	78	99	95	92	nt
38	CC1(C)CC2=C(C(=O)O1)C(c1ccccc1)NC(=O)N2 (stereo not drawn)	97	114	100	104	105	88	93	118
39	COc1ccc(-c2cc(C(=O)N=Nc3c(O)[nH]c4ccc(Br)cc34)no2)cc1	101	90	94	107	103	97	102	99
40	Clc1nc(-c2csc(-c3cccs3)n2)cc2ccccc12	110	86	84	105	93	95	110	94
41	CCOC(=O)c1cc(C)nnc1C(=O)OCC	114	115	112	96	106	nt	99	114
42	O=S(=O)(Oc1ccc(-c2cnc3ccccc3n2)cc1)c1ccccc1	97	106	93	87	95	nt	86	107
43	COC(=O)CSC1=C(C)C(=O)C(OC)=C(OC)C1=O	89	85	91	66	90	76	25	91
44	CCSC(SCC)C(OC(C)=O)C(OC(C)=O)C(COC(c1ccccc1)(c1ccccc1)c1ccccc1)OC(C)=O (stereo not drawn)	112	100	nt	74	74	69	83	99
45	CCC(C(N)=O)N1C(=O)C2C3CCC(C3)C2C1=O (stereo not drawn)	102	103	nt	105	105	105	92	103

Some of the entries so far, with two lines to a compound.
Results follow in this order: MDA-MB-435	HOP-62	EKVX	RPMI-8226	A549/ATCC	HOP-92	CCRF-CEM	M14
37) O=S(=O)(NCCCNc1nccc(-n2cnc3ccccc32)n1)c1ccc(Cl)cc1
    96	101	91	78	99	95	92	nt
38) CC1(C)CC2=C(C(=O)O1)C(c1ccccc1)NC(=O)N2 (stereo not drawn)
    97	114	100	104	105	88	93	118

(more compounds)
No.	structure	MDA-MB-435	HOP-62	EKVX	RPMI-8226	A549/ATCC	HOP-92	CCRF-CEM	M14
46	O=c1ccc(Cn2c(C(F)(F)F)cc3c(Cl)ncnc32)c[nH]1	26	95	95	81	105	79	12	-51*
47	CC(=O)N1Cc2ccccc2C(C)Cc2cc(F)ccc21 (stereo not drawn)	107	102	106	111	100	98	112	106
48	Cc1cc(C)c2c(=O)[nH]c(SCC(=O)Nc3cccc(S(=O)(=O)N(C)C)c3)nc2n1	105	98	93	87	95	88	89	100
49	C=Cc1c(C)cc(C)c(C)c1C	112	93	101	102	104	104	94	99
50	Cn1ncc(CC(=O)O)c1NC(=O)c1ccc(Cl)cc1N	117	94	83	114	119	80	121	103
51	COc1ccc(-c2nc3c4c(-c5ccccc5)c(-c5ccccc5)n(Cc5ccccc5)c4ncn3n2)cc1	79	89	39	33	76	35	72	76
52	Clc1cccc(-c2nonc2Nn2cnnn2)c1	111	100	102	106	99	98	97	101
53	CC(C)C(=O)NC(c1ccco1)c1ccc2cccnc2c1O (stereo not drawn)	95	90	88	108	97	130	nt	86
54	O=C(OCCc1ccccn1)c1cccc([N+](=O)[O-])c1	103	111	109	93	101	nt	91	118
55	C=C(C)[C@@H]1CC[C@]2(c3ncc(C)o3)CC[C@]3(C)[C@H](CC[C@@H]4[C@@]5(C)CCC(=O)C(C)(C)[C@@H]5CC[C@]43C)[C@@H]12	92	96	95	76	84	81	102	97
56	NC1CCc2ccccc21 (stereo not drawn)	105	106	115	97	87	88	94	101
57	CC[N+](C)(C)c1ncnc2nc[nH]c12	106	98	nt	95	95	86	nt	97
58	N#CCS(=O)(=O)CC#N	111	95	nt	100	106	nt	101	102
59	S=c1nc2oc(-c3ccccc3)c(-c3ccccc3)c2c(/N=C\c2ccco2)[nH]1	108	83	96	98	95	92	108	103
60	CCCCC(C#N)C(N)=O (stereo not drawn)	114	99	132	102	nt	nt	96	104

Rewritten with values under each structure: part of the list above
Values run as follows: MDA-MB-435	HOP-62	EKVX	RPMI-8226	A549/ATCC	HOP-92	CCRF-CEM	M14
51) COc1ccc(-c2nc3c4c(-c5ccccc5)c(-c5ccccc5)n(Cc5ccccc5)c4ncn3n2)cc1
    79	89	39	33	76	35	72	76
52) Clc1cccc(-c2nonc2Nn2cnnn2)c1
    111	100	102	106	99	98	97	101
53) CC(C)C(=O)NC(c1ccco1)c1ccc2cccnc2c1O (stereo not drawn)
    95	90	88	108	97	130	nt	86

Additional structures follow:
No.	structure	MDA-MB-435	HOP-62	EKVX	RPMI-8226	A549/ATCC	HOP-92	CCRF-CEM	M14
61	NC(=O)NCCCC(N)C(=O)O (stereo not drawn)	107	98	nt	96	104	nt	nt	100
62	C=C(N)N[C@@H](CCC(=O)O)C(=O)O	100	115	91	103	102	92	109	102
63	C=CCSc1nnc(/N=C2\NC(=O)/C(=C/c3ccc(OC)cc3)S2)s1	28	98	97	85	88	92	94	92
64	Brc1ccc[n+](Cc2ccccc2)c1	115	121	104	96	103	93	88	92
65	CCCCc1ccc(C#N)nc1	106	103	nt	99	97	99	97	106
66	CC(=O)C(=O)NCCCCCCC(=O)Nc1ccccc1	106	124	102	nt	107	125	106	nt
67	O=C1c2c(c(=O)[nH]c3ccccc23)[C@H](c2ccccc2)[C@@H]2CCCN12	64	70	90	58	95	50	78	60
68	COc1cc(-c2cccc([N+](=O)[O-])c2)c(-c2nc(-c3ccccc3)c(-c3ccccc3)n2C2CC2)cc1OC	67	93	57	11	45	35	48	40
69	O=C(Nc1ncc(Cc2cccc(C(F)(F)F)c2)s1)c1ccc2c(c1)OCCO2	3.5*	25	31	18	17	51	18	22
70	CCCCCN1C=C/C(=C\C(=O)N(C)c2ccccc2OC(F)(F)F)c2ccccc21	101	103	85	76	95	89	102	105
71	Oc1ccc(Oc2c(F)c(F)c(Oc3ccc(O)cc3)c(F)c2F)cc1	91	96	97	93	nt	82	28	95
72	CC1(C)CC(=O)C(c2c(-c3ccccc3)[nH]c3nc(N)[nH]c(=O)c23)=C(O)C1	98	113	112	99	94	79	97	101
73	NC(=S)N/N=C/c1ncccc1O	30	18	44	11	28	2.7*	1.8*	-56*
74	CC(=O)[C@@]1(O)[C@H](C)C[C@H]2[C@@H]3C[C@@H](F)[C@@]4(O)C[C@@H](O)CC[C@]4(C)[C@H]3CC[C@@]21C	107	105	99	90	99	nt	84	99
75	C=C(C[n+]1ccccc1)[C@@H]1CC[C@]2(C(=O)OC)CC[C@]3(C)[C@H](CC[C@@H]4[C@@]5(C)CCC(=O)C(C)(C)[C@@H]5CC[C@]43C)[C@@H]12	78	103	93	52	93	67	83	87

The list continues:
No.	structure	MDA-MB-435	HOP-62	EKVX	RPMI-8226	A549/ATCC	HOP-92	CCRF-CEM	M14
76	C=C(C)[C@@H]1CC[C@]2(C(=O)O)CC[C@]3(C)[C@H](CC[C@@H]4[C@@]5(C)C[C@@H](CC#Cc6cccs6)[C@H](O)C(C)(C)[C@@H]5CC[C@]43C)[C@@H]12	90	60	38	34	26	nt	32	83
77	COC(=O)c1cccc([N+](=O)[O-])c1C(=O)OC	107	108	115	117	99	nt	116	110
78	NC(=O)c1c(NC(=O)c2cccc(C(F)(F)F)c2)sc2c1CCC(=O)C2	-12*	28	9.1*	-23*	17	-45*	1.0*	-54*
79	Nc1ccccc1C#C/C=C\C#Cc1cccc(O)c1	6.9*	40	72	34	64	-30*	32	31
80	C/C(=N\NC(N)=O)c1nnn(-c2ccc(S(N)(=O)=O)cc2)c1C	102	103	95	114	104	112	110	105
81	CCN1C(=O)N(CC)C2NNC(Sc3c(C(=O)O)c4ccccc4n(C4CCCC4)c3=O)=NC21 (stereo not drawn)	-29*	44	46	25	28	73	25	-7.7*
82	COc1ccc(NC(=O)Nc2ccc(F)c(C(=O)c3c[nH]c4ncccc34)c2F)cc1	100	97	99	nt	106	90	101	96
83	CCCCCCCCCCCCCCCCCCOc1ccccc1CC(=O)OCC[N+]1(C)CCOCC1	82	56	87	60	63	44	30	70
84	Fc1ccc(Cc2nnc(Nc3nc4ccccc4s3)s2)cc1	101	107	99	106	106	97	102	98
85	Cc1nccnc1Sc1ccccc1	95	100	103	105	104	nt	98	106
86	COC(=O)/C=C/C(=O)c1cc(C)cc(C)c1O	103	97	96	104	99	113	90	102
87	Cc1ccc(O)c(C(=O)c2cccc(Cl)c2)c1	105	98	95	101	105	107	113	nt
88	Cn1c(=O)c2c(ncn2C)n(C)c1=O	101&115	101&106	115&107	128&100	113&90	113&102	80&103	108&104
89	O=C(O)CCc1nc(-c2ccccc2)c(-c2ccccc2)o1	104	103	98	108	99	101	95	96
